K1F lysis inhibition: inhibition of K1F phage lysis, E. coli UTI89, bacterial capsule biogenesis inhibitors, alamar blue (AID 488966). E. coli UTI89 K1F phage lysis, alamar blue, 2 h; higher % means a stronger effect. inhibition, % at 100 µM, or IC50 in µM where a hit was titrated. 0.02% of 340,000 active;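 active = phage lysis inhibition, versus mean bacterial control, above a set limit; inconclusive = no clear call, values can overlap the other calls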;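 note: capsule biogenesis inhibitors block K1F phage lysis so surviving cells raise fluorescence; higher fluorescence means more inhibition of phage lysis; actives were called in the ten point dose series up to 300 µM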
SV40 large T antigen: SV40 large T antigen inhibitors, biochemical (AID 1903). 0.39% of 310,000 active. inhibition, % at 20 µM, or IC50 in µM where a hit was titrated. SV40 large T antigen ATPase/helicase inhibition assay; higher % means a stronger effect; in the data active = a potency from the dose series; inconclusive = inhibition mostly from about 32% at the one dose, without a potency; inactive = the rest, 99 in 100 with inhibition below about 32%; note: strong numbers were not always called active
Yfh1-depleted yeast: mitochondrial function rescue without frataxin homolog – Friedreich's ataxia, plus single-dose screen, dose response (AID 1465) | S. cerevisiae Yfh1-off respiration, WST-1 reduction, 72 h; higher fold induction means a stronger effect | fold induction at 50 µM; hits with a dose series show EC50 in µM | 0.074% of 220,000 active;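 active = fold induction of absorbance versus untreated yeast above a set limit, then at least 30% activation at any dose in follow-up; inconclusive = repeats straddling the limit, or above it without dose testing; inactive = fold induction below the set limit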;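 note: activators that raise dye reduction in frataxin-depleted yeast; strong numbers were not always called active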
West Nile virus CPE: West Nile virus antiviral activity, cell-based, CPE readout (AID 1621); West Nile virus-infected cells, CPE inhibition; higher % means a stronger effect; one-dose CPE inhibition, % at 10 µM; IC50 in µM for titrated hits; 0.02% of 290,000 active; in the data active = a potency from the dose series; inconclusive = CPE inhibition mostly from about 3.7% at the one dose, without a potency; inactive = the rest, 99 in 100 with CPE inhibition below about 2.2%; note: strong numbers were not always called active
CSM14.1 death rescue: protection against thapsigargin-triggered cell killing – 384-well, CSM14.1, ATP luminescence, primary screen (AID 1222) | CSM14.1 thapsigargin-induced death rescue, ATP luminescence; higher % means a stronger effect | cellular ATP content (survival), % at 20 µM, or EC50 in µM where a hit was titrated | 190,000 tested, under 10 active;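 active = EC50 below 50 µM in the dose-response confirmation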;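 note: death triggered by thapsigargin at about 15 µM added after 2 h compound pretreatment; cell ATP read after overnight thapsigargin exposure of roughly 18 to 22 hours; normalized against plate controls of thapsigargin alone and 5% DMSO vehicle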
XIAP displacement: small molecules displacing peptide from XIAP – biochemical, IAP family, fluorescence polarization (AID 1018) | XIAP BIR domain, fluorescence polarization peptide displacement; higher % means a stronger effect | displacement, % at 20 µM, or IC50 in µM where a hit was titrated | 0.007% of 200,000 active; in the data active = displacement above about 50%; note: a part of the inactive calls stands beside numbers as strong as those of hits
WT yeast gro inh: growth inhibition of WT yeast, mitochondrial fusion screen; 2.1% of 190,000 active; inhibition, % at 10 µM; mitochondrial fusion phenotypic screen, WT strain; in the data active = inhibition above about 58%; tested in S. cerevisiae
Dengue-2 NS5 capping: flavivirus cap methylation enzyme inhibition – biochemical, confirmation dose response, primary screen (AID 588689); inhibition, % at 25 µM, or IC50 in µM where a hit was titrated; Dengue-2 NS5 methyltransferase capping enzyme assay, biochemical; higher % means a stronger effect; 0.3% of 340,000 active; in the data active = a potency from the dose series; inconclusive = inhibition above about 29% without an active follow-up result
RSV antiviral HEp-2: inhibition of RSV-induced cytopathic effect – HEp-2 cells, primary 10 µM value included (AID 2391). HEp-2 cells, RSV-induced CPE inhibition; higher % means a stronger effect. CPE inhibition, % at 10 µM, or IC50 in µM where a hit was titrated. 0.13% of 310,000 active; in the data active = a potency from the dose series; inconclusive = CPE inhibition mostly from about 23% at the one dose, without a potency; inactive = the rest, 99 in 100 with CPE inhibition below about 21%; note: strong numbers were not always called active
WT yeast gro inh mutant strain: also measured in WT yeast gro inh; calls as there; inhibition, %; mitochondrial fusion phenotypic screen, mutant strain inhibition
Dengue-2 NS5 capping pilot replicate: further read-out of Dengue-2 NS5 capping, marked with its call; inhibition, %; measured here: pilot screen replicate inhibition
Starred values were filed as active, the others as inactive; i = inactive; u = inconclusive; x = no result given; [ ] = dose if it differs, or a comment.

SMILES | K1F lysis inhibition | SV40 large T antigen | Yfh1-depleted yeast | West Nile virus CPE | CSM14.1 death rescue | XIAP displacement | WT yeast gro inh | WT yeast gro inh mutant strain | Dengue-2 NS5 capping | RSV antiviral HEp-2 | others
COc1cc(C(c2c(C(=O)O)[nH]c3ccccc23)c2c(C(=O)O)[nH]c3ccccc23)ccc1OCc1ccccc1 | -0.3% | 26% | x | -0.1% | x | x | x | x | 16µM* | -0.1%
COc1cccc(-c2cc(C(=O)Nc3ccc([N+](=O)[O-])cn3)c3ccccc3n2)c1 | 1.2% | 7% | i | 0.1% | 2.9% | -93% | -21 | 0 | 1% | 4.8%
C/C(=N\NC(=O)c1ccc([N+](=O)[O-])cc1)c1cccc([N+](=O)[O-])c1 | -2.4% | 6% | i | 0.2% | -0.2% | -5.3% | -1 | 12 | 6% | -1.3%
CCOC(=O)Cc1csc(NC(=S)NC(=O)c2ccc(Cl)cc2)n1 | 0.1%[50 µM] | 2% | i | 0.2% | -1.7% | -20% | -2 | -1 | -4% | 2.3%
COc1ccccc1NS(=O)(=O)c1cc(C(=O)NCc2ccco2)ccc1C | -0.6% | 2% | i | -1.0% | 1.3% | -10% | 0 | 1 | -4% | 1.1% | Dengue-2 NS5 capping pilot replicate=-4.8
CCCN(CC(=O)Nc1ccccc1C)C(=O)C1CC(=O)N(c2cccc(C)c2C)C1 (stereo not drawn) | 1.2%[50 µM] | 2% | x | x | x | x | x | x | 4% | -1.5%
COCC(C)NCc1ccc(OC)c(Br)c1 (stereo not drawn) | -0.4% | 7% | i | 0.4% | x | -4.8% | -3 | -4 | 2% | 0.3%
COc1ccc(OCC(=O)Nc2ccc3oc(-c4ccncc4)nc3c2)cc1 | 0.2% | 10% | i | 0.2% | 0.6% | -2.6% | -9 | -14 | -3% | 1.3%
N#C/C(=C\c1ccccc1[N+](=O)[O-])C(=O)NC1CCCCC1 | -0.1% | 5% | i | 0.4% | 0.4% | -3.7% | 58* | 34* | 18% | 6.8%
CC(C)NC(=S)NNC(=O)C12CC3CC(CC(C3)C1)C2 | 0.8% | 3% | i | 0.2% | -1.1% | -2.7% | 15 | 23 | -3% | -0.3%
C/C(=C/c1ccccc1)C(=O)N1CCC(C)CC1 | -0.6% | 13% | x | -0.1% | x | x | x | x | 0% | 0.1%
COc1ccc(NC(=O)c2nc(SC)ncc2Cl)cc1 | 1.0%[50 µM] | 18% | i | -0.2% | x | x | x | x | -9% | 0.6%
Cc1cccn2c(CNC3CCCc4ccccc43)c(C(=O)N3CCOCC3)nc12 (stereo not drawn) | 0.2% | x | i | 0.1% | x | x | x | x | -3% | 1.5%
CN(C(=O)c1ccc2c(c1)OCO2)C1(C(=O)NC2CCCCC2)CCCCC1 | 1.1% | -5% | i | -0.6% | -1.1% | -5.1% | 18 | 9 | -1% | 1.1%
CC(=O)N/C(=C\c1cccs1)C(=O)O | 0.4% | 7% | i | 0.5% | 0.2% | -8.1% | -3 | -15 | -6% | -1.2%
CCCCCCNC(=O)CCc1nc2cccnc2n1Cc1ccc(OC)cc1 | -0.2%[50 µM] | 19% | x | -0.9% | x | x | x | x | -7% | 0.9%
Cc1ccc(/C=N/NC(=O)C(=O)N/N=C/c2ccc(C)o2)o1 | 1.0% | 7% | i | 0.2% | 0.3% | -0.3% | -1 | -17 | -1% | 0.9%
Cc1ccc(C)c(N(CC(=O)NCC2CCCO2)C(=O)CCC(=O)Nc2nccs2)c1 (stereo not drawn) | 0.1% | 5% | x | -0.8% | x | x | x | x | 1% | 1.1%
O=C(CNC(=O)c1ccc(Oc2ccccc2)cc1)OC1CCCCC1=O (stereo not drawn) | -2.4% | 0% | x | x | -0.4% | -2.9% | -13 | -30 | -2% | 0.4%
O=C(CCCn1c(=S)[nH]c2cc3c(cc2c1=O)OCO3)N1CCN(c2ccc(Cl)cc2)CC1 | 0.2% | 10% | i | -0.2% | -1.3% | -6.8% | -7 | 5 | -8% | 5.6%
COc1ccc(S(=O)(=O)CC(=O)c2cc3cccc(C)c3oc2=O)cc1 | 0.1% | 37% | x | 0.3% | x | x | x | x | 78µM* | 1.2%
COc1ccc(OC)c2[nH]c(=O)c(CCNS(=O)(=O)c3ccc(Cl)cc3)cc12 | -3.7% | 4% | x | x | 0.3% | -6.1% | 56 | 3 | 3% | 1.7%
O=C(Cc1cccs1)N/N=C/C=C\c1ccccc1[N+](=O)[O-] | x | 3% | i | -0.3% | -0.9% | -3.7% | 2 | -6 | x | -1.1%
O=C(COC(=O)c1ccc(S(=O)(=O)N2CCOCC2)cc1)Nc1nc(-c2ccccc2)cs1 | 0.8% | 9% | i | 0.0% | 1.9% | -3.6% | -4 | -6 | -7% | 1.8%
COc1ccc2c(c1OC)C(=O)N1C(C(=O)O)Cc3c([nH]c4ccccc34)C21 (stereo not drawn) | 1.2% | 2% | i | 0.8% | -1.1% | 2.7% | -8 | -13 | -3% | 1.2%

An excerpt from above in order of formula weight, lowest first.
SMILES | K1F lysis inhibition | SV40 large T antigen | Yfh1-depleted yeast | West Nile virus CPE | CSM14.1 death rescue | XIAP displacement | WT yeast gro inh | WT yeast gro inh mutant strain | Dengue-2 NS5 capping | RSV antiviral HEp-2 | others
Cc1ccc(/C=N/NC(=O)C(=O)N/N=C/c2ccc(C)o2)o1 | 1.0% | 7% | i | 0.2% | 0.3% | -0.3% | -1 | -17 | -1% | 0.9%
COc1ccc2c(c1OC)C(=O)N1C(C(=O)O)Cc3c([nH]c4ccccc34)C21 (stereo not drawn) | 1.2% | 2% | i | 0.8% | -1.1% | 2.7% | -8 | -13 | -3% | 1.2%
CCCN(CC(=O)Nc1ccccc1C)C(=O)C1CC(=O)N(c2cccc(C)c2C)C1 (stereo not drawn) | 1.2%[50 µM] | 2% | x | x | x | x | x | x | 4% | -1.5%

The main list resumes, starting six compounds before the break.
SMILES | K1F lysis inhibition | SV40 large T antigen | Yfh1-depleted yeast | West Nile virus CPE | CSM14.1 death rescue | XIAP displacement | WT yeast gro inh | WT yeast gro inh mutant strain | Dengue-2 NS5 capping | RSV antiviral HEp-2 | others
O=C(CCCn1c(=S)[nH]c2cc3c(cc2c1=O)OCO3)N1CCN(c2ccc(Cl)cc2)CC1 | 0.2% | 10% | i | -0.2% | -1.3% | -6.8% | -7 | 5 | -8% | 5.6%
COc1ccc(S(=O)(=O)CC(=O)c2cc3cccc(C)c3oc2=O)cc1 | 0.1% | 37% | x | 0.3% | x | x | x | x | 78µM* | 1.2%
COc1ccc(OC)c2[nH]c(=O)c(CCNS(=O)(=O)c3ccc(Cl)cc3)cc12 | -3.7% | 4% | x | x | 0.3% | -6.1% | 56 | 3 | 3% | 1.7%
O=C(Cc1cccs1)N/N=C/C=C\c1ccccc1[N+](=O)[O-] | x | 3% | i | -0.3% | -0.9% | -3.7% | 2 | -6 | x | -1.1%
O=C(COC(=O)c1ccc(S(=O)(=O)N2CCOCC2)cc1)Nc1nc(-c2ccccc2)cs1 | 0.8% | 9% | i | 0.0% | 1.9% | -3.6% | -4 | -6 | -7% | 1.8%
COc1ccc2c(c1OC)C(=O)N1C(C(=O)O)Cc3c([nH]c4ccccc34)C21 (stereo not drawn) | 1.2% | 2% | i | 0.8% | -1.1% | 2.7% | -8 | -13 | -3% | 1.2%
c1ccc(COc2ccc3nocc3c2)cc1 | 3.8% | 26% | x | x | x | x | x | x | -2% | 8.2%
O=C(O)c1cc(Nc2nc(N3CCOCC3)nc(N3CCOCC3)n2)ccc1Cl | 0.1% | 2% | i | 1.6% | -1.2% | -6.2% | -7 | -1 | -1% | 0.8%
CCCc1nc2ccccc2n1CCOc1ccccc1 | 0.1% | 0% | i | -1.1% | -1.8% | -5.8% | x | x | -12% | -0.6%
CN(C(=O)COc1ccccc1C(=O)NCCc1ccccc1)c1ccccc1 | 0.0% | 4% | i | 0.6% | -1.0% | -2.9% | -9 | -3 | -3% | 2.4%
O=Cc1ccc(OCC(=O)N2CCOCC2)cc1 | 0.0% | 12% | i | 0.1% | -0.4% | -3.4% | 7 | -12 | -2% | 1.5%
O=C(c1cc2c(ccc3ccccc32)oc1=O)N1CCCC1 | 0.8% | 0% | i | -0.8% | -1.0% | 1.3% | -3 | 4 | 2% | 1.2%
Nc1nnc(SCC(=O)c2cccc([N+](=O)[O-])c2)s1 | -0.9% | 12% | i | -0.1% | -0.9% | -6.4% | 13 | 5 | -8% | -0.8%
CC1(C)Cc2c(c(-c3ccco3)[nH]c(=O)c2C#N)CS1 | 1.1% | u | i | 0.3% | x | -1.3% | 4 | 5 | 8% | 1.4%
Cc1cc(C)n(Cc2ccc(C(=O)Nc3cccc(Br)c3)o2)n1 | 2.2%[50 µM] | 16% | i | -0.9% | -3.3% | -2.2% | 20 | 11 | -12% | 21%
COc1cc(C(=S)N2CCOCC2)cc(OC)c1OC | 2.0% | 15% | i | 0.2% | x | x | x | x | 4% | 0.4%
O=C(NNC(=O)c1ccc(Cl)cc1Cl)c1cnccn1 | -0.6% | 23% | i | 0.1% | x | x | x | x | 5% | x
CSCCC(NC(=O)c1ccccc1Br)C(=O)NCCCn1nc(C)cc1C (stereo not drawn) | 1.5%[50 µM] | 13% | x | x | x | x | x | x | -1% | -1.7%
COc1ccc(CN2CCSCC2)cc1C | -0.2%[50 µM] | 8% | i | 0.5% | 1.8% | -7.4% | -11 | 24 | -9% | 1.1%
CCn1c(=O)n(CC)c2cc(N3CCCC3)c(NC(=O)c3ccc(F)cc3)cc21 | 0.0% | 34% | x | -1.2% | x | x | x | x | 17% | 1.1%
COc1ccc(N2C(=O)C3CCCN3C2c2ccccc2)cc1Cl (stereo not drawn) | 0.7% | 2% | i | 0.7% | -2.1% | -2.3% | -1 | -7 | -5% | 0.4%
CC(=O)/C(C=Nc1noc(C)c1Br)=C(\C)O | -1.9% | 4% | i | 0.7% | x | x | x | x | 12% | 1.0%
CCCCOC(=O)n1c(=O)oc2ccccc21 | 0.3% | 6% | i | 0.7% | -1.2% | -0.8% | 12 | 12 | x | 0.6%
O=C1CCCC(O)=C1N=Nc1ccc(Cl)c(Cl)c1 | -0.1% | 3% | i | 1.3% | 0.3% | -18% | 9 | 5 | 5% | 1.2%
O=C(NNC(=O)c1ccncc1)Nc1ccccc1 | -0.1% | 8% | x | 0.2% | x | x | x | x | -8% | 1.3%

From PubChem BioAssay

Not a hit list. About 2.2% of those tested had a hit in this group.
